Compound activity: PubChem, several laboratories
JNK3 inh – JNK3 kinase activity inhibitors, primary screen, biochemical, human, purified enzyme; Mitogen-activated protein kinase 10 (Homo sapiens), P53779; HTS; inhibition, % at 8 µM; 60,000 tested, 0.61% active; AID 746, 2007; in the data active = inhibition above about 17%;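 also: 0% = DMSO and 100% = reference inhibitor; many of its hits are not listed in these tables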
Target sequence (P53779 whole entry, looked up): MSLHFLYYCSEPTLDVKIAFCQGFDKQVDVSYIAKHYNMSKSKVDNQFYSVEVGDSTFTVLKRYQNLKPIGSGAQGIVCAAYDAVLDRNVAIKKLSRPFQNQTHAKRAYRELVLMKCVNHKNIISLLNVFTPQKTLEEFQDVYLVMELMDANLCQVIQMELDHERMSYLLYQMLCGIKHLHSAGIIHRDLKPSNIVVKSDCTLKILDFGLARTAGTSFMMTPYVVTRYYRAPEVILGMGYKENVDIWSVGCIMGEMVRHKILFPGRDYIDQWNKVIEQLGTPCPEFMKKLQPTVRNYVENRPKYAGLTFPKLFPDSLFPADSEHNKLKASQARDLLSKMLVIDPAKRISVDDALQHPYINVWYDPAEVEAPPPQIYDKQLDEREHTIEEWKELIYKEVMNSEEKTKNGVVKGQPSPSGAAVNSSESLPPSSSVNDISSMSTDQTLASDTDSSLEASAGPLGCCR
Her2 expr inh – inhibitors of Her2 protein expression, primary screen, SKBR-3 cells, AlphaScreen, 66K library. SKBR-3 HER2 protein level, 18-24 h; stronger effect = lower value. HER2 level % of control, % at 10 µM. 65,000 tested, 0.69% active. AID 645, 2007;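 active = HER2 level under 5% of the carrier-only control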;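 also: 100% = DMSO carrier and 0% = 500 nM PU-H71 HSP90 inhibitor; lower value means stronger loss of Her2 protein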
Autofluor 339 – intrinsic fluorescence of library compounds, ex339/em460 – biochemical, MLSMR library, data from DPM-DC assay, artefact control, profiling panel | compound autofluorescence, ex339/em460 nm, NADH buffer; stronger effect = higher value; 1 = no-compound wells, NADH background | 65,000 tested, 5.5% active | fluorescence fold increase at 10 µM;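 active = at 10 µM, mean starting fluorescence two-fold or more over control wells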;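 also: signal is the first read of a kinetic run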
PKA kinase inh – inhibitors of human PKA kinase activity, primary screen, biochemical, ATP-depletion luminescence, Kemptide substrate | AID 524, 2006 | inhibition, % at 6 µM | PKA Kemptide phosphorylation, Kinase-Glo ATP luminescence | 65,000 tested, 0.1% active | cAMP-dependent protein kinase catalytic subunit alpha (Homo sapiens), P17612;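 active = inhibition above the screen-wide mean inhibition plus 3 SD, cut at about 21% in these data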; also: many of its hits are not listed in these tables
Abs 340nm – compound light absorbance at 340 nm, profiling panel, artefact control, biochemical, MLSMR library, data from PS, PMK, MK assays; compound absorbance at 340 nm, fold over control; 65,000 tested, under 10 active; fold change at 10 µM;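 active = at 10 µM dose, initial 340 nm absorbance at least 2 fold that of control wells; inactive = change under 2 fold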;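 also: initial absorbance extrapolated from kinetic A340 decline of NADH oxidation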
Cdc25B block – inhibitors of Cdc25B phosphatase catalytic domain, primary screen, biochemical, OMFP fluorescence | M-phase inducer phosphatase 2 (Homo sapiens), P30305 | recombinant Cdc25B, OMFP fluorescence Ex485/Em525 | 65,000 tested, 0.1% active | AID 368, 2006 | inhibition, %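 (compounds tested at 10 µM final in the well)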; in the data active = inhibition above about 50%
Target sequence (P30305 whole entry, looked up, the tested form may be a part): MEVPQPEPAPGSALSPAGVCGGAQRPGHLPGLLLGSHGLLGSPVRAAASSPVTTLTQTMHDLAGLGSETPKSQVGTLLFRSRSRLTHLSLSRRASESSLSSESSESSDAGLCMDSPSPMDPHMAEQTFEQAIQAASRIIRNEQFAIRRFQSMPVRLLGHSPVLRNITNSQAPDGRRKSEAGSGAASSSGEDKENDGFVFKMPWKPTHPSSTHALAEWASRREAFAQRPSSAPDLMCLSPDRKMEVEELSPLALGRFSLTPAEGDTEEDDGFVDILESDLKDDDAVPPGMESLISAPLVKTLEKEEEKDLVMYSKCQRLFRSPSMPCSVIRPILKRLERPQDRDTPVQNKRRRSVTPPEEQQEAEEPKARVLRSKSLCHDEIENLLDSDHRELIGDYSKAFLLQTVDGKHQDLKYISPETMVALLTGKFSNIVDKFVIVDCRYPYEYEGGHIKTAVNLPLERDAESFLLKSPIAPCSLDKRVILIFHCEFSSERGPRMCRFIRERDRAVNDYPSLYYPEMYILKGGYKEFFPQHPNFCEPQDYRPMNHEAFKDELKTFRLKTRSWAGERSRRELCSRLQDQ
DUSP1 inh – MKP-1 phosphatase inhibitors, primary screen, biochemical, in vitro; Dual specificity protein phosphatase 1 (Homo sapiens), P28562; recombinant MKP-1, OMFP hydrolysis fluorescence; inhibition, %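 (compounds tested at a single concentration somewhere between 10 and 100 µM)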; 65,000 tested, 0.15% active;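 active = inhibition above about 50%, limit read from the data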;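 also: 0% = DMSO max control wells and 100% = wells with enzyme stopped by NaOH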
Hsp90 block – tumor Hsp90 inhibitors, primary screen, cell lysate, fluorescence polarization, NCI-N417 lysate; 64,000 tested, 0.35% active; inhibition, % at 30 µM; Cy3B-geldanamycin FP displacement;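 active = inhibition above 50%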;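 also: 0% = tracer plus lysate wells and 100% = tracer alone without lysate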
ROCK2 blocker – inhibitors of human ROCK2 kinase, primary screen, biochemical, high-throughput, luminescence; Rho-associated protein kinase 2 (Homo sapiens), O75116; purified ROCK2, Kinase-Glo ATP depletion luminescence; AID 604, 2007; 60,000 tested, 0.35% active; inhibition, % at 6 µM;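 active = inhibition above the screen-wide mean inhibition plus 3 SD, cut at about 18% in these data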;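 also: plate controls were DMSO wells for no effect and Y-27632 control wells after no-enzyme background subtraction for full effect; many of its hits are not listed in these tables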
* = called active by the depositor; / = not tested or not shown. These rows are one share of the data; count on the stated rates, not on these rows.

SMILES	JNK3 inh	Her2 expr inh	Autofluor 339	PKA kinase inh	Abs 340nm	Cdc25B block	DUSP1 inh	Hsp90 block	ROCK2 blocker
COc1cccc(C2CC(=O)N3CN(c4ccccc4F)CSC3=C2C#N)c1 (stereo not drawn)	-4	69	1	5	1.1	-2	0	0	-1
O=C(Nc1ccc(Oc2ccc(S(=O)(=O)N3CCOCC3)cn2)cc1)c1ccco1	-2	102	1.2	7	1	-31	0	-3	7
Nc1cc(N)cc(-c2nc3ccccc3o2)c1	-10	96	1.2	1	1	-3	0	0	4
OCCSc1ncnc2c1oc1ccccc12	7	113	1.1	8	1	-6	-22	-2	9
CCOc1ccc2[nH]cc(S(=O)(=O)c3ccc(F)cc3)c(=O)c2c1	-3	77	1.2	-8	1.1	-5	9	-3	-5
CCNc1nc(NCC)n2c(SCc3nc4ccccc4c(=O)[nH]3)nnc2n1	-6	77	1.1	6	1	3	16	-2	5
Cc1cccc(-c2noc(CN(C(C)C)S(=O)(=O)c3ccc(F)cc3)n2)c1	2	81	1.1	5	1	-9	7	-9	5
COC(=O)C1(C(O)C(=O)c2ccc(C)cc2C)CCCCC1 (stereo not drawn)	0	282	1.1	-1	1	-1	-1	1	1
Clc1cccc(-c2nnc(SCc3nc4ccccc4[nH]3)n2Cc2ccco2)c1	7	76	1.1	4	1	0	5	3	0
Cc1c(C(=O)Nc2ccccc2Cl)oc2ccc(S(=O)(=O)N3CCC4(CC3)OCCO4)cc12	-1	92	3.4*	1	1.1	-8	41	-3	3
O=C(CSc1nnc(-c2ccncc2)n1Cc1ccco1)OC1CCCCC1	/	106	1.1	-5	1	-7	8	-2	/
NC(=O)C1(N2CCCCC2)CCN(c2ccc3nnc(-c4ccccc4)n3n2)CC1	-3	96	1.1	7	1	-9	14	-3	3
CCC(C)(C)n1nnnc1CN(Cc1cc2cc(OC)c(OC)cc2[nH]c1=O)C1CCCC1	1	88	1.8	1	1.1	-8	-12	2	-2
CN1C(=O)C2(c3ccccc31)N(C)CC(c1ccccn1)C21SC(=S)N(Cc2ccco2)C1=O (stereo not drawn)	2	36	1.2	12	1	-4	24	-2	1
Cc1ccc(CCNC(=O)NC(C)(C)C)cc1	-3	113	1.1	-6	1	-5	26	-5	-4
CCOC(=O)c1sc(=S)n(Cc2ccccc2)c1N	4	64	1.1	2	1	0	5	-1	1
Cc1oc(C(C)(C)C)cc1C(=O)Nc1ccc(C(=O)O)cc1	-8	48	1.1	-8	1.1	1	18	-1	0
COC(=O)c1ccc(C2C(C(=O)OCC(C)C)=C(C)N=C3SCCC(=O)N32)cc1 (stereo not drawn)	0	102	1.1	-4	1.1	6	1	4	-3
COc1ccc(OC(=O)c2ccncc2)cc1	-1	132	1.1	0	1.1	-1	6	0	4
CCOC(=O)c1[nH]c(CSc2nnnn2-c2ccccc2C)c(C(=O)OCC)c1C	-7	76	1.1	-8	1	-14	2	-8	-5
COc1ccc(CNc2ccc3c(c2)nc(C)n3C)cc1	-17	117	1.2	-4	1	2	3	-2	-4
CCc1nc2c(sc3nc4c(cc32)COC(C)(C)C4)c(=O)n1Cc1ccco1	6	80	1.3	2	1.1	-2	34	8	4
CCOC(=O)CC(C#N)c1cn(C)c2ccccc12 (stereo not drawn)	-3	74	1.1	4	0.99	-1	-9	-8	-5
CC(=O)N1CCN(S(=O)(=O)c2cccc(C(=O)Nc3nc4ccccc4[nH]3)c2)CC1	4	83	0.98	1	1.1	2	24	0	0
CCOC(=O)N1CCN(c2c(NCCN3CCN(Cc4ccccc4)CC3)c(=O)c2=O)CC1	2	88	1	-1	1.1	-3	2	-2	1

Single records, from the list above.
Shown for COc1ccc(CNc2ccc3c(c2)nc(C)n3C)cc1 = JNK3 inh = -17; Her2 expr inh = 117; Autofluor 339 = 1.2; PKA kinase inh = -4; Abs 340nm = 1; Cdc25B block = 2; DUSP1 inh = 3; Hsp90 block = -2; ROCK2 blocker = -4
Shown for CN1C(=O)C2(c3ccccc31)N(C)CC(c1ccccn1)C21SC(=S)N(Cc2ccco2)C1=O (stereo not drawn) = JNK3 inh = 2; Her2 expr inh = 36; Autofluor 339 = 1.2; PKA kinase inh = 12; Abs 340nm = 1; Cdc25B block = -4; DUSP1 inh = 24; Hsp90 block = -2; ROCK2 blocker = 1
Shown for CCOC(=O)CC(C#N)c1cn(C)c2ccccc12 (stereo not drawn) = JNK3 inh = -3; Her2 expr inh = 74; Autofluor 339 = 1.1; PKA kinase inh = 4; Abs 340nm = 0.99; Cdc25B block = -1; DUSP1 inh = -9; Hsp90 block = -8; ROCK2 blocker = -5

Further records.
SMILES	JNK3 inh	Her2 expr inh	Autofluor 339	PKA kinase inh	Abs 340nm	Cdc25B block	DUSP1 inh	Hsp90 block	ROCK2 blocker
Clc1ccc(-c2nnc3sc(-c4ccc(Br)o4)nn23)c(Cl)c1	8	113	1.8	10	1.1	-10	-2	-4	8
CCOC(=O)c1c(NC(=O)CSc2nnc(CNc3ccc(F)cc3)o2)sc(C(C)=O)c1C	-4	122	1.1	4	1	-5	31	-9	6
CCCCOC(=O)c1ccc(Nc2ncnc3nc[nH]c23)cc1	-4	104	1.5	10	1.1	-8	16	-4	3
CCc1ccc(CN2C(=O)CCC2(C)C(=O)NC2CCCC2)cc1 (stereo not drawn)	-1	74	1.1	1	0.98	-9	3	-3	1
CCC(C)Nc1ncnc2c1cnn2Cc1ccc(Cl)cc1 (stereo not drawn)	8	109	1.1	4	1	-3	-2	-3	2
CN(C)c1nccc(Nc2ccccc2)c1C#N	6	93	1.1	10	1.1	-2	4	-3	7
COCCNc1oc(-c2ccccc2Cl)nc1C#N	3	100	1.7	8	1.1	0	4	-3	3
Cn1nnnc1SCC(=O)Nc1ccccc1N1CCOCC1	2	69	1.2	1	1	8	34	-5	11
COc1ccccc1NC(=O)C(C/C=C(\C)Cl)C(C)=O (stereo not drawn)	/	74	1.1	/	0.98	-17	2	/	/
CN1C(=O)c2cccc(NC(=O)C3CCCCC3)c2C1=O	3	94	1.6	-5	1	2	-2	-4	-2
COc1ccccc1C1/C(=C(/O)c2ccc(C)cc2)C(=O)C(=O)N1Cc1ccco1 (stereo not drawn)	-10	34	1	2	1.1	6	23	0	-1
Cc1onc(-c2ccccc2Cl)c1C(=O)N1CCN(C/C=C/c2ccccc2)CC1	-2	131	1.1	7	1.1	-10	14	-3	2
O=C(CN(Cc1cccs1)C(=O)CSc1nnc(COc2ccccc2)o1)NC1CCCC1	-2	107	1.1	-9	1	-8	28	2	0
CC(=O)Nc1cc2c(cc1C(C)=O)OCCO2	-5	117	3.6*	-9	1.1	-3	16	-2	0
O=C(Nc1cccc(-c2nnc(-c3ccccc3)o2)c1)c1ccco1	1	85	1.1	7	1	8	-11	-2	4
Cc1ccc2cc(C#N)c(NCCNC(=O)C3CC3)nc2c1C	5	89	3.2*	9	1	-1	-20	3	4
COCCCNC(=O)C1CCN(S(=O)(=O)c2c(C)noc2/C=C\c2ccc(OC)cc2)CC1	0	88	1.4	6	1.3	-8	14	-1	1
CCCn1c(=O)c2ccccc2n2c(Sc3nnnn3-c3ccccc3)nnc12	1	102	1	2	0.99	-8	3	0	3
O=C1c2oc3ccccc3c(=O)c2C(c2cccnc2)N1CCCN1CCOCC1 (stereo not drawn)	-7	124	1.1	-7	1	-1	-1	-3	-2
COc1cc2[nH]c(=O)n(CCC(=O)N3CCc4ccccc4C3)c(=O)c2cc1OC	/	249	1.4	-4	1	-28	14	-1	/
COCc1cc(C)nc(N2CCc3ccccc32)c1C#N	-7	105	1.4	-2	1.1	-1	-4	-4	2
CC(=O)NC1=NC(=O)CS1	/	77	1.1	/	0.99	3	-3	-2	/
c1ccc(-n2ncc3c(NCCN4CCCCC4)ncnc32)cc1	4	53	1.1	13	1	3	20	-6	9
Cc1cnn(C(=S)NCc2ccc(Cl)cc2)c1	3	121	1.1	-1	1.1	-4	1	2	4
O=C(NCC(c1cccnc1)N1CCN(c2ccc(F)cc2)CC1)C1CCCCC1 (stereo not drawn)	-4	84	1.1	4	0.98	6	-4	-3	1

Grouped by structure, those above with a tert-butyl group.
SMILES	JNK3 inh	Her2 expr inh	Autofluor 339	PKA kinase inh	Abs 340nm	Cdc25B block	DUSP1 inh	Hsp90 block	ROCK2 blocker
Cc1ccc(CCNC(=O)NC(C)(C)C)cc1	-3	113	1.1	-6	1	-5	26	-5	-4
Cc1oc(C(C)(C)C)cc1C(=O)Nc1ccc(C(=O)O)cc1	-8	48	1.1	-8	1.1	1	18	-1	0

Individual results from the list:
In PKA kinase inh, CCc1ccc(CN2C(=O)CCC2(C)C(=O)NC2CCCC2)cc1 (stereo not drawn) has 1
In DUSP1 inh, O=C(CN(Cc1cccs1)C(=O)CSc1nnc(COc2ccccc2)o1)NC1CCCC1 has 28
In PKA kinase inh, c1ccc(-n2ncc3c(NCCN4CCCCC4)ncnc32)cc1 has 13
In Hsp90 block, COCc1cc(C)nc(N2CCc3ccccc32)c1C#N has -4

(more compounds)
SMILES	JNK3 inh	Her2 expr inh	Autofluor 339	PKA kinase inh	Abs 340nm	Cdc25B block	DUSP1 inh	Hsp90 block	ROCK2 blocker
Cc1ccccc1C(=O)NC1CCN(Cc2nnnn2Cc2ccccc2)CC1	3	71	1	7	0.99	-4	-6	0	1
O=C(Cn1c(=O)c2c(ncn2Cc2ccccc2)n(Cc2ccccc2)c1=O)N1CCCC1	-3	97	1.1	7	1	2	6	2	4
O=S(=O)(Nc1ccccc1F)c1ccc2nsnc2c1	-10	/	1	-3	1.1	4	7	0	-6
Cc1ccc(-c2nnc(SCC(=O)N3CCCC3)o2)cc1	0	95	1.1	3	1	0	4	3	-2
CCOC(=O)c1ccc(N2C(=O)CC(N3CCN(C(=O)c4ccco4)CC3)C2=O)cc1 (stereo not drawn)	-1	97	1.1	3	1	4	-12	-1	4
COc1ccccc1CNC(=O)CCC(=O)Nc1nnc(C)s1	6	100	1.1	2	1.1	2	-15	-3	1
CCCNC1=C(C)C(=O)CC1	-2	63	1	6	1	-2	-18	-4	6
CCN(CC)CCNc1nc2c(c(=O)n(C)c(=O)n2C)n1C/C=C(/C)Cl	4	123	1.1	3	0.99	-11	1	-5	4
CCOc1ccc(/C(O)=C2/C(=O)C(=O)N(CC3CCCO3)C2c2ccc(C)o2)cc1 (stereo not drawn)	0	89	0.98	-9	1.1	-2	14	-1	-4
COc1cc(C(=O)N(Cc2ccc(N(C)C)cc2)C2CCS(=O)(=O)C2)cc(OC)c1OC (stereo not drawn)	-1	64	1.1	-2	1.1	3	16	0	-5
CCCCn1c(=O)n(CC(=O)NCc2ccc(C)cc2)c(=O)c2c1nc(CO)n2CCC	/	139	1.1	2	1.1	-9	13	/	/
Cn1c(-c2cc(Br)ccc2O)n[nH]c1=S	-3	110	1.1	3	1	-3	3	10	3
Cc1occc1C(=O)Nc1ccccc1C(=O)O	-5	90	1.1	0	1.1	-14	2	0	1
CCC(CC)C(=O)Nc1cccc(C(=O)N2CCCC2)c1	1	70	1.1	5	1.1	-1	0	-4	2
Cc1ccc2nsnc2c1S(=O)(=O)N(CCO)Cc1cc2cc3c(cc2[nH]c1=O)OCCO3	0	88	1.1	7	1.1	-1	-15	-3	4
CC(=O)NCCc1cc2ccc(C)cc2[nH]c1=O	2	86	1.3	-4	1.1	3	4	0	0
CCCN1CCN(C(=O)CCCn2c(C)c3cnn(-c4ccccc4)c(=O)c3c2C)CC1	0	79	0.89	3	1.1	-13	0	-5	5
